GRIN3A LBD mod: binders of NR3A ligand-binding domain, primary screen, biophysical, differential scanning fluorimetry, uHTS | actives 2.5% (n = 340,000) | Glutamate receptor ionotropic, NMDA 3A (GRIN3A) ligand-binding domain | NR3A LBD differential scanning fluorimetry, Tm shift; 0% = protein alone, 100% = glycine-bound protein | Tm shift relative to glycine control, % at 25 µM;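 active = melting temperature shift of at least 10% of the positive control shift, at one fixed dose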
hIAP inh: human IAP inhibitors, primary screen, biochemical, luminescence, uHTS. purified IAP, CDP-Star luminescence, 30 min. AID 2544, 2010. inhibition, % at 10 µM. Intestinal-type alkaline phosphatase (Homo sapiens), P09923. actives 0.12% (n = 330,000);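 active = inhibition reaching a set limit with compound at 10 µM in the primary screen, cut at about 35% in these data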;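 note: plate controls were DMSO wells with enzyme for no effect and no-enzyme buffer wells for full effect; values of inactives mirror those of a sister screen read the other way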
Target sequence (P09923 whole entry, looked up): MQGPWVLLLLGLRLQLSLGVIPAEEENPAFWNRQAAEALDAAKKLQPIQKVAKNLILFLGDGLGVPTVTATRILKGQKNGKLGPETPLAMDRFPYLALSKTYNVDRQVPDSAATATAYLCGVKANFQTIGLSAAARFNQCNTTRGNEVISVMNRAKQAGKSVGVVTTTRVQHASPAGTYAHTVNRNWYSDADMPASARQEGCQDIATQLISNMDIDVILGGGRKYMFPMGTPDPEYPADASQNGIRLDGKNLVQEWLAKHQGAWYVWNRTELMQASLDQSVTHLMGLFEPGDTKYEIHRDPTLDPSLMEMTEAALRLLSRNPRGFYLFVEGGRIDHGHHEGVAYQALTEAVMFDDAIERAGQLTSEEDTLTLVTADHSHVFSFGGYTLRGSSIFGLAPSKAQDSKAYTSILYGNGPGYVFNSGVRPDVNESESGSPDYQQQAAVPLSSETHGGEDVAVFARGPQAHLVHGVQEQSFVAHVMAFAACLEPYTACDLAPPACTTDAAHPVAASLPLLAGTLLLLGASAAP
beta cell repl: inducers of MIN6 beta-cell proliferation, primary screen, ATP luminescence, uHTS. MIN6 cells proliferation, ATPlite luminescence, 48 h; cells starved in 0.2% serum; 100% = growth in 10% serum. proliferation, % at 10 µM. actives 0.29% (n = 330,000). AID 2380, 2010;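 active = compounds whose signal lies at least 3.5 SD above the mean of all wells on their plate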;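 note: 0% = DMSO-treated cells in low-serum medium and 100% = 10% serum control; some compounds called inactive have numbers as strong as hits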
mIAP inh: inhibitors of mouse IAP, primary screen, biochemical, luminescence, uHTS; intestinal alkaline phosphatase [Mus musculus]; purified mouse IAP, CDP-Star luminescence, 30 min; inhibition, % at 10 µM; actives 0.2% (n = 330,000); AID 2806, 2010;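 active = inhibition of at least 40% at 10 µM in the primary screen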;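 note: plate controls were DMSO with enzyme for no effect and no enzyme wells for full effect; values of inactives mirror those of a sister screen read the other way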
A3A deaminase: APOBEC3A ssDNA deaminase inhibitors, primary screen, selectivity assay for APOBEC3G inhibitor project, biochemical, FAM/TAMRA oligo cleavage fluorescence | DNA dC->dU-editing enzyme APOBEC-3A (Homo sapiens), P31941 | recombinant A3A, FAM/TAMRA ssDNA deamination fluorescence | inhibition, % at 20 µM | actives 0.41% (n = 330,000);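 active = at least 40% inhibition at 20 µM here, with at most 30% in a related deaminase screen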;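 note: plate controls were A3A with DMSO for no effect and wells lacking A3A enzyme for full effect; some results filed as inactive read as strong as hits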
Target sequence (P31941 whole entry, looked up): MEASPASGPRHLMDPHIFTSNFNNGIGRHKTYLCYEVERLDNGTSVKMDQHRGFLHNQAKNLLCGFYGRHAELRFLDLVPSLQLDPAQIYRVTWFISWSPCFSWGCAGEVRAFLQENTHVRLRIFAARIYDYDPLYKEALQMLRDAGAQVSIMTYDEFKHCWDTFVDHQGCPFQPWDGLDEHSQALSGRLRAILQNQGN
MPTP inh: mitochondrial permeability transition pore inhibitors, primary screen, biochemical, isolated mouse mitochondria, absorbance; Ca2+ swelling absorbance, 30 min; inhibition, % at 10 µM; actives 1.4% (n = 360,000); AID 602449, 2012;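 active = inhibition of 50% or more, scaled per plate between neutral and stimulator controls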;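 note: 0% = DMSO wells given calcium and 100% = 1 mM EGTA wells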
APOBEC3G inh: APOBEC3G DNA deaminase inhibitors, primary screen, biochemical, fluorescence, single-stranded DNA substrate, uHTS. DNA dC->dU-editing enzyme APOBEC-3G (Homo sapiens), Q9HC16. recombinant A3G, ssDNA deamination FAM/TAMRA fluorescence. inhibition, % at 20 µM. actives 0.28% (n = 330,000). AID 493012, 2011;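 active = inhibition of at least 40% at 20 µM, with no more than 30% in the related APOBEC3A deaminase screen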;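 note: plate controls were DMSO wells with A3G for no effect and wells lacking A3G enzyme for full effect; some compounds called inactive have numbers as strong as hits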
Target sequence (Q9HC16 whole entry, looked up): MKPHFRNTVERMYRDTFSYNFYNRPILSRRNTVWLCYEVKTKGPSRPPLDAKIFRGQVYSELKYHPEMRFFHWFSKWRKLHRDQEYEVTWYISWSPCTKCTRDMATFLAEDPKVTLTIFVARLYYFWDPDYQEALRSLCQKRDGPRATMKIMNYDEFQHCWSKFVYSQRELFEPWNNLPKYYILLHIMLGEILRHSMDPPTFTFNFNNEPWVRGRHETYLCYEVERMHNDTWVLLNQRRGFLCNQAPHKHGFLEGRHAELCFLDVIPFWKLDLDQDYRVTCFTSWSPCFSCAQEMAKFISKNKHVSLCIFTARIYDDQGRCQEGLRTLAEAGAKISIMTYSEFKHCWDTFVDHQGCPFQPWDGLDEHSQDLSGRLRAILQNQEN
mIAP activ: activators of mouse IAP, primary screen, biochemical, luminescence, uHTS. actives 0.24% (n = 330,000). activation factor at 10 µM. muIAP, CDP-Star luminescence, 30 min; hits give high values; 1 = vehicle-only enzyme signal, 0 = enzyme-free wells. intestinal alkaline phosphatase [Mus musculus];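 active = activation factor of at least 2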; note: the source names both 10 and 20 µM as test concentration; values of inactives mirror those of a sister screen read the other way
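Assay system: mouse IAP enzyme; Reagent: CDP-Star chemiluminescent phosphatase substrate; Compound: DMSO-dissolved test compounds; Incubation: 30 min, room temperature; Technique: luminescence from enzymatic CDP-Star hydrolysis; Controls: DMSO-only wells and no-enzyme negative control.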
hIAP act: human IAP activators, primary screen, biochemical, luminescence, uHTS | Intestinal-type alkaline phosphatase (Homo sapiens), P09923 | purified human IAP, CDP-Star luminescence, 30 min; hits give high values; 1 = vehicle-only enzyme, 0 = enzyme-free background | activation factor at 10 µM | actives 0.16% (n = 330,000) | AID 2524, 2010;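 active = activation factor of the enzyme at least 2-fold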; note: the source names both 10 and 20 µM as test concentration; values of inactives mirror those of a sister screen read the other way
* hit, by the source's call; x = not tested or not shown.

#1 CC(C(=O)NCC1CCCO1)c1ccc([N+](=O)[O-])cc1 (centres undefined)
#2 CCOc1ccc(C(=O)N[C@H](C(=O)Nc2cccc(S(=O)(=O)N3CCCCC3)c2)C(C)C)cc1
#3 c1ccc(C(c2nnnn2C2CCCCC2)N2CCc3ccccc3C2)nc1 (centres undefined)
#4 Cc1noc(C)c1S(=O)(=O)N(CC(=O)N1CCCCCC1)c1ccc(C(C)C)cc1
#5 CC1=C(C(=O)OCc2ccccc2)C(c2ccc(Br)cc2)NC(=O)N1CCCCCC(=O)O (centres undefined)
Assay by compound	1	2	3	4	5
GRIN3A LBD mod	2	-5	-4	-1	-2
hIAP inh	-68	-11	7	12	17
beta cell repl	5	0	-2	-3	-1
mIAP inh	-5	-62	-6	-3	1
A3A deaminase	1	2	7	-3	-7
MPTP inh	-3.0	1.6	1.2	-1.0	0.8
APOBEC3G inh	1	2	0	-5	-6
mIAP activ	1.1	1.6	1.1	1	0.99
hIAP act	1.7	1.1	0.93	0.88	0.83

#6 OCCN(Cc1ccccc1)Cc1ccccc1O
#7 Cc1ccc(Cc2nnc(SCC(=O)Nc3ccccc3)n(N)c2=O)cc1
#8 Cc1ccc(CN(Cc2ccco2)C(=S)NCC(=O)O)cc1
#9 CC(C)c1ccc(NC(=O)c2cc(S(=O)(=O)NCC3COc4ccccc4O3)ccc2F)cc1 (centres undefined)
#10 CN(C)CCCSc1nc2ccccc2s1
Assay by compound	6	7	8	9	10
GRIN3A LBD mod	1	2	0	19*	1
hIAP inh	-7	-19	4	9	5
beta cell repl	1	-3	0	-6	-2
mIAP inh	6	7	14	10	1
A3A deaminase	-2	-3	-1	-2	0
MPTP inh	-0.7	-1.0	-3.7	28	-3.0
APOBEC3G inh	-8	-5	-3	-2	-8
mIAP activ	0.94	0.93	0.86	0.9	0.99
hIAP act	1.1	1.2	0.96	0.91	0.95

#11 COc1cccc(NC(=O)CN(C)CC(=O)NCc2ccc3c(c2)OCO3)c1
#12 CCOc1ccc(CCNC(=O)Cn2c(=O)oc3ccccc32)cc1OCC
#13 CN(C)CCCNS(=O)(=O)c1cc(Cl)c(Cl)cc1Cl
#14 Cc1ccc(-c2cc(C(=O)N3CCN(c4ccc(O)cc4)CC3)c3ccccc3n2)cc1
#15 CC1(C(=O)OCC(=O)NCc2ccc(Cl)cc2)CC1(Cl)Cl (centres undefined)
Assay by compound	11	12	13	14	15
GRIN3A LBD mod	-3	1	-1	-1	0
hIAP inh	11	8	9	2	-7
beta cell repl	-5	2	-1	-6	1
mIAP inh	6	1	4	-1	-6
A3A deaminase	0	0	-3	-3	-5
MPTP inh	-1.5	0.8	1.3	1.9	1.0
APOBEC3G inh	-6	-4	-6	-2	-4
mIAP activ	0.94	0.99	0.96	1	1.1
hIAP act	0.89	0.92	0.91	0.98	1.1

#16 COc1cc(/C=C/C(=O)O)cc(S(=O)(=O)Nc2ccc(S(=O)(=O)N3CCCCC3)cc2)c1OC
#17 CCOC(=O)c1sc(/N=C/c2c(O)ccc3ccccc23)cc1C
#18 Cc1ccc(C(=O)Nc2cnc3ccccn3c2=O)cc1
#19 COC(=O)CSc1nnc(CNc2ccc(Cl)cc2)n1Cc1ccccc1
#20 CC1CCC(NC(=O)C2CCN(c3nc4ccccc4s3)CC2)CC1 (centres undefined)
Assay by compound	16	17	18	19	20
GRIN3A LBD mod	-3	1	0	-28	0
hIAP inh	3	23	13	1	2
beta cell repl	-1	-1	-4	-3	0
mIAP inh	5	15	4	6	0
A3A deaminase	-3	-4	-1	-5	-2
MPTP inh	-1.8	1.3	-1.0	4.3	0.9
APOBEC3G inh	-4	16	-8	-9	-5
mIAP activ	0.95	0.85	0.95	0.94	1
hIAP act	0.97	0.77	0.87	0.99	0.98

#21 CC1=CC(C/C(C)=C/COc2ccc3ccc(=O)oc3c2)OC1=O (centres undefined)
#22 COc1ccccc1CNC(=O)COC(=O)/C=C/c1ccc2ccccc2n1
#23 COc1ccc(C)cc1-n1nnnc1SCC(=O)NC1CCCC1
#24 CCCc1nnc(SCc2ccc(OCC)cc2)n1N
#25 Cc1cc(C)c(S(=O)(=O)c2ccc(F)cc2C)c(=O)[nH]1
Assay by compound	21	22	23	24	25
GRIN3A LBD mod	0	2	0	-2	2
hIAP inh	9	-3	-5	17	4
beta cell repl	-1	-4	-4	-2	1
mIAP inh	5	3	-5	8	-8
A3A deaminase	-5	-3	-5	0	2
MPTP inh	0.4	3.8	0.0	-0.5	0.1
APOBEC3G inh	-6	-10	-2	2	-3
mIAP activ	0.95	0.97	1	0.92	1.1
hIAP act	0.91	1	1	0.83	0.96

#26 Cc1cc(C)n(CCOc2ccc(Br)cc2)n1
#27 Cc1nnc(SCCOc2ccccc2)s1
#28 O=C(OCC(=O)N1CCOCC1)c1ccc(Cl)cc1[N+](=O)[O-]
#29 COc1ccc(N2C(=O)CCC(C(=O)NCc3cccnc3)C2c2ccc(OC)c(OC)c2)cc1 (centres undefined)
#30 COc1ccc2c(c1)OC[C@H]1[C@H]2N2C(=O)CN(Cc3ccc(C)cc3)C(=O)[C@@]2(C)[C@H]1c1ccccc1
Assay by compound	26	27	28	29	30
GRIN3A LBD mod	1	0	0	2	-3
hIAP inh	5	-2	-4	7	5
beta cell repl	0	-1	0	1	-7
mIAP inh	1	0	2	4	0
A3A deaminase	-6	2	-2	-5	-2
MPTP inh	0.5	-0.5	-1.7	-0.7	-1.4
APOBEC3G inh	-4	-2	-11	-5	-4
mIAP activ	0.99	1	0.98	0.96	1
hIAP act	0.95	1	1	0.93	0.95

#31 O=C(CCCCn1c(=O)c2ccccc2n(Cc2ccc(F)cc2)c1=O)NCc1ccco1
#32 O=C(Nc1ccc(-c2noc(CCc3ccccc3)n2)cc1)c1cccnc1
#33 CCN(C(=O)c1c(N)cnn1C)c1ccccc1
#34 C=C1c2c(Cl)ccc(O)c2C(O)=C2C(=O)[C@]3(O)C(O)=C(C(N)=O)C(=O)[C@@H](N(C)C)[C@@H]3[C@@H](O)C12 (some centres undefined)
#35 Cc1noc(C)c1C1(O)CCCCCCCCCCC1
Assay by compound	31	32	33	34	35
GRIN3A LBD mod	-4	-4	1	-9	-2
hIAP inh	1	-3	2	-8	0
beta cell repl	1	-4	1	-2	0
mIAP inh	-2	6	-3	17	-11
A3A deaminase	-1	-4	2	99	0
MPTP inh	-0.1	0.5	-1.5	80*	0.1
APOBEC3G inh	-2	-8	-9	78	-6
mIAP activ	1	0.94	1	0.83	1.1
hIAP act	0.99	1	0.98	1.1	1

#36 O=C(COc1coc(CN2CCN(c3ccccc3)CC2)cc1=O)Nc1cccc(F)c1
#37 CN(c1cccc(NC(=O)Nc2cccc(Cl)c2)c1)S(C)(=O)=O
#38 O=C(NCCc1c[nH]c2ccccc12)c1ccco1
#39 Cc1cccc(NC(=O)c2ccc(-n3cncn3)c([N+](=O)[O-])c2)c1
#40 CCOc1cc(/C=N/NC(N)=O)cc(Br)c1OCC(=O)Nc1cccc2ccccc12
Assay by compound	36	37	38	39	40
GRIN3A LBD mod	0	-4	-16	-2	-12
hIAP inh	-13	-13	14	-5	3
beta cell repl	-1	-3	-4	-2	-2
mIAP inh	8	-273	-3	-4	7
A3A deaminase	1	-1	-1	1	-4
MPTP inh	0.0	5.8	-1.9	0.2	1.4
APOBEC3G inh	-2	-2	-7	-2	-5
mIAP activ	0.92	3.7*	1	1	0.93
hIAP act	1.1	1.1	0.85	1	0.97

#41 O=C(NCN1C(=O)C2C3C=CC(C3)C2C1=O)Nc1cccnc1 (centres undefined)
#42 O=C(O)c1cc(S(=O)(=O)N2CC3CC3C2C(=O)O)c(Cl)cc1Cl (centres undefined)
#43 CCCn1c(C(O)c2cc(OC)ccc2OC)nc2ccccc21 (centres undefined)
#44 CCOc1ccccc1N1C(=O)CC(Nc2ccc(N3CCOCC3)cc2)C1=O (centres undefined)
#45 CCOC(=O)c1c(NC(=O)CSc2ncn[nH]2)sc(C(=O)NC)c1C
Assay by compound	41	42	43	44	45
GRIN3A LBD mod	-2	-1	-2	-7	-1
hIAP inh	-1	-1	3	0	-25
beta cell repl	4	1	0	-1	-3
mIAP inh	0	9	7	14	6
A3A deaminase	-4	-2	-8	0	-1
MPTP inh	0.2	-0.1	-2.5	-0.9	0.0
APOBEC3G inh	-4	-8	-13	-1	-11
mIAP activ	1	0.91	0.93	0.86	0.94
hIAP act	1	1	0.97	1	1.3

#46 Cc1ccc(/C=C/C(=O)O)cc1S(=O)(=O)NCCO
#47 Cc1c(Cc2ccc3c(c2)OCO3)sc(NC(=O)C2CC2)c1C(N)=O
#48 CCN(CC)S(=O)(=O)c1cccc(C(=O)OC2CC(C)OC2=O)c1 (centres undefined)
#49 COc1cc(OC)cc(C(=O)N[C@H](C(=O)OCC(=O)NC(=O)c2cccn2C)C(C)C)c1
#50 CCOC(=O)N1CCN(C(=O)COC(=O)c2cccc(S(C)(=O)=O)c2)CC1
Assay by compound	46	47	48	49	50
GRIN3A LBD mod	1	0	-2	-17	-2
hIAP inh	-9	3	4	0	-5
beta cell repl	-2	3	3	0	-1
mIAP inh	4	18	5	-4	3
A3A deaminase	5	0	-2	7	-2
MPTP inh	-0.9	-0.2	-0.8	-0.2	-1.6
APOBEC3G inh	3	48*	-9	1	-10
mIAP activ	0.96	0.82	0.95	1	0.97
hIAP act	1.1	0.97	0.96	1	1.1

Limited to hIAP inh and APOBEC3G inh, for 2 of the compounds above:
entry	SMILES	hIAP inh	APOBEC3G inh
47	Cc1c(Cc2ccc3c(c2)OCO3)sc(NC(=O)C2CC2)c1C(N)=O	3	48*
48	CCN(CC)S(=O)(=O)c1cccc(C(=O)OC2CC(C)OC2=O)c1 (centres undefined)	4	-9

The list goes on:
#51 COc1ccc(N2CCC(N3CCN(C)C(CCO)C3)CC2)cc1 (centres undefined)
#52 S=c1nc(-c2cccc(Br)c2)[nH][nH]1
#53 CS(=O)(=O)c1ccc(Cl)c(NC(=O)Cc2c(F)cccc2Cl)c1
#54 COCCn1c(SCC(=O)N2CCc3ccccc3C2)nc2ccccc2c1=O
#55 CC(=O)Nc1ccc(S(=O)(=O)Nc2nnc(C(C)(C)C)s2)cc1
#56 CC(=O)C1=C(C)NC(SCC(=O)c2ccc(Cl)cc2Cl)=C(C#N)C1c1ccco1 (centres undefined)
#57 O=C(Nc1ccc2c(c1)COC2=O)c1ccc(Cl)c(Cl)c1
Assay by compound	51	52	53	54	55	56	57
GRIN3A LBD mod	-2	0	-1	-1	0	x	4
hIAP inh	-21	14	-10	-9	-6	-11	-2
beta cell repl	-3	-4	-2	0	-3	-4	-4
mIAP inh	-14	9	0	-9	-4	15	12
A3A deaminase	-10	3	1	-5	-6	1	4
MPTP inh	-0.5	-1.7	0.4	0.0	-0.6	3.8	2.2
APOBEC3G inh	10	13	-3	-8	-8	7	2
mIAP activ	1.1	0.91	1	1.1	1	0.85	0.88
hIAP act	1.2	0.86	1.1	1.1	1.1	1.1	1

Assay outcomes (PubChem BioAssay)
